Screening results from PubChem BioAssay.
Cneo AK release = causes C. neoformans cell lysis. lysis activity, % at 15 µM. hit rate 0.2% among 360,000. adenylate kinase release luminescence, 4 h; normalised: neutral wells 0, clomiphene wells 100. AID 651654;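 active = mean lysis activity across replicates of at least 80%, whatever share of replicates individually reach that level; inactive = mean lysis activity below 80%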
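Assay system: log-phase C. neoformans yeast / Quantity: yeast cell density of 5 × 10^6 cells/mL / Medium: fresh YPD growth medium / Compound: single dose / Timing: static 4 h at 37 °C with compound, 1 h detection / Measured by: adenylate kinase release luminescence / Read-out: lysis from increased AK signal / Benchmarks: Clomiphene as positive lysis control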
ERp5 inh = inhibitors of human ERp5; Q15084; inhibition, % at 9.99 µM; hit rate 0.05% among 350,000; ERp5 insulin aggregation, absorbance 650 nm, 90 min;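 active = mean replicate inhibition above about 25%, with every replicate also reaching it, limit read from the data, passing the limit was not always enough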
Target sequence (Q15084 whole entry, looked up): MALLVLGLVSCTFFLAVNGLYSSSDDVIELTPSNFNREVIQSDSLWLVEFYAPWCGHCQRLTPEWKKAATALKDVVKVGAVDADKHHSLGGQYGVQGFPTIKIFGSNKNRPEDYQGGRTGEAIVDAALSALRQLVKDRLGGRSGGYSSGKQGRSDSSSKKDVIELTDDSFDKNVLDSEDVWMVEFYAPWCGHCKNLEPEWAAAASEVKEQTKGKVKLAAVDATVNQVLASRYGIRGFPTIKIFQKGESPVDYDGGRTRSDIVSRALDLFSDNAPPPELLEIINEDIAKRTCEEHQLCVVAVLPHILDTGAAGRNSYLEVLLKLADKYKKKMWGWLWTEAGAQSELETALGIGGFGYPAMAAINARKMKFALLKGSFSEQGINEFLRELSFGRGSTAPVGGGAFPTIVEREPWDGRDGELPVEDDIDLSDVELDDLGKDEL
C2C12 statin = protects C2C12 myotubes from simvastatin toxicity. ATP luminescence, 48 h; scaled: DMSO 0, geranylgeraniol control 100. rescue of ATP level, % at 7.49 µM. hit rate 0.78% among 330,000. AID 602340;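 active = mean ATP rescue above about 67%, or every replicate alone reaching that limit, limit read from the data, passing the limit was not always enough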;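 note: myotubes were challenged with 10 µM simvastatin during compound exposure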
ARNT-TACC3 inh = disruptors of human ARNT/TACC3 interaction; AlphaScreen His-ARNT PAS-B/GST-TACC3 binding, luminescence; TACC3 fragment carries E629A point mutation; inhibition, % at 9.99 µM; hit rate 0.66% among 390,000; AID 623870;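 active = mean inhibition of replicates at least 50% and at least half of replicates each reaching 50%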;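 note: 0% = complete ARNT plus TACC3 wells and 100% = ARNT alone without TACC3; many hits fall short of the cut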
SIRT5 inh = sirtuin-5 (human) deacylase inhibition; inhibition, % at 15 µM; AID 652115; hit rate 1.1% among 330,000; Purified SirT5, succinyl-peptide AMC, trypsin-coupled fluorescence; in the data active = inhibition above about 15%
Target sequence (Q9NXA8 whole entry, looked up): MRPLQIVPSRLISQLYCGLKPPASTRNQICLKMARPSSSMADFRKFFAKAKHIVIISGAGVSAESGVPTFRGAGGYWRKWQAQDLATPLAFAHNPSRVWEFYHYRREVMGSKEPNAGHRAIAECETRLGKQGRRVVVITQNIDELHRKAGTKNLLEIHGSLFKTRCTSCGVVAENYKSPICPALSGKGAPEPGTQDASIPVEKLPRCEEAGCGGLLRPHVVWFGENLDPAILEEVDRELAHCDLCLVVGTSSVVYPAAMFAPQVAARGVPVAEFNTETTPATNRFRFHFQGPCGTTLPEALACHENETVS
esBAF inh = inhibitors of esBAF chromatin remodeling in mouse ES cells; hit rate 2% among 350,000; Bmi1-luciferase knock-in reporter, 24 h; 100% = twice the neutral-well signal; reporter increase, % at 12.5 µM; AID 602393; in the data active = activation above about 40%;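 note: 0% = median of the plate's neutral control wells and 100% = double that signal; a rise in the Bmi1 reporter signal indicates esBAF inhibition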
miR-122 sensor = blocks miR-122 activity in Huh7 sensor cells; Huh7 miR-122 Renilla luciferase sensor, 48 h; neutral wells = 0, positive control = 100; activation (reporter increase), % at 12.5 µM; hit rate 0.3% among 340,000;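 active = mean replicate activation score at least 90 and every replicate individually at or above 90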;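 note: higher luciferase means less miR-122 activity so hits act as miR-122 inhibitors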
* hit, by the source's call; · = not tested or not shown; [ ] = another dose, or the depositor's remark.

Letter code: A = Cneo AK release; B = ERp5 inh; C = C2C12 statin; D = ARNT-TACC3 inh; E = SIRT5 inh; F = esBAF inh; G = miR-122 sensor
> Cc1noc(C)c1S(=O)(=O)Nc1ccc2c(c1)C(=O)N([C@@H](C)CO)C[C@H](C)[C@@H](CN(C)Cc1ccccc1)OCCCC[C@@H](C)O2
  A = 0	B = -1	C = ·	D = -2	E = 0	F = 0	G = 0[16.7 µM]
> Cc1cc(C)n2nc(SCn3nnc4ccccc4c3=O)nc2n1
  A = 0	B = 1	C = -2	D = 3	E = 0	F = 7	G = 0
> C[C@@H]1CCCCO[C@H](CN(C)C(=O)c2ccccc2)[C@@H](C)CN([C@H](C)CO)C(=O)c2cc(NS(=O)(=O)c3cccs3)ccc2O1
  A = -2	B = 10	C = -22	D = -5	E = 0	F = 3	G = -5[16.7 µM]
> C[C@@H]1CCCCO[C@H](CN(C)C(=O)Nc2ccc(F)cc2)[C@H](C)CN([C@@H](C)CO)C(=O)c2cc(NC(=O)Nc3ccc(C(F)(F)F)cc3)ccc2O1
  A = 1	B = 0	C = ·	D = 4	E = -2	F = 1	G = -4[16.7 µM]
> CCN(CC(=O)Nc1ccc(OC)cc1)C(=O)c1ccccc1Sc1ccccc1C#N
  A = 0	B = -7	C = ·	D = -1	E = -1	F = ·	G = ·
> Clc1ccc(CN2CCN(/N=C/c3ccco3)CC2)cc1
  A = 0	B = 0	C = 5	D = 6	E = -2	F = -8	G = -5
> FC(F)(F)Oc1ccccc1C(c1nnnn1-c1ccc2c(c1)OCCO2)N1CCN(C/C=C/c2ccccc2)CC1 (stereo unspecified)
  A = -19	B = 2	C = 13	D = ·	E = 4	F = -13	G = -8
> O=C(NCCc1ccccc1F)c1ccc2c(c1)OCCO2
  A = -9	B = 2	C = -17	D = ·	E = 0	F = -83	G = -6
> CCOc1ccc(S(=O)(=O)NCCC(=O)NC2CCC(C)CC2)cc1 (stereo unspecified)
  A = 3	B = -1	C = 6	D = -7	E = ·	F = 3	G = -2
> CNC[C@H]1Oc2ncc(C#Cc3cccc(OC)c3)cc2C(=O)N([C@H](C)CO)C[C@H]1C
  A = 3	B = 7	C = 12	D = 10	E = -5	F = -12	G = -7[16.7 µM]
> O=C(NCc1ccc2c(c1)OCO2)C1CCN(c2ccc(S(=O)(=O)N3CCCC3)cc2)CC1
  A = 1	B = -3	C = 17	D = 5	E = -5	F = 7	G = 1
> O=C(C[C@H]1CC[C@@H](NC(=O)CN2CCOCC2)[C@H](CO)O1)NCc1cccc(F)c1
  A = -18	B = -8	C = -8	D = 0	E = 5	F = -1	G = ·
> O=C(NC(=S)Nn1cnnc1)c1ccccc1Cl
  A = ·	B = 10	C = ·	D = 1	E = -4	F = ·	G = ·
> COc1cc(/C=C/C(=O)OCC(=O)Nc2ccc(S(N)(=O)=O)cc2)ccc1O
  A = -4	B = 3	C = 4	D = 9	E = 1	F = -8	G = -2
> CC1CCCN(C(=O)c2ccc(NS(=O)(=O)c3ccc4[nH]c(=O)[nH]c4c3)cc2)C1 (stereo unspecified)
  A = 3	B = -1	C = 1	D = 1	E = -4	F = 5	G = ·
> CCn1c(/C=C/N(C)c2ccccc2)[n+](CC)c2ccc(Cl)cc21
  A = -1	B = ·	C = -347	D = 6	E = ·	F = -11	G = 4
> CSc1ccccc1C(=O)NCCS(=O)(=O)N1CCN(c2ccc(F)cc2)CC1
  A = 0	B = 0	C = 0	D = -3	E = -1	F = 0	G = -9
> O=c1cc(O)nc(-c2ccccc2)s1
  A = ·	B = 0	C = ·	D = -2	E = -3	F = ·	G = ·
> Cc1oc(-c2ccccc2F)nc1CS(=O)(=O)CC(=O)NCCCN1CCN(C)CC1
  A = 0	B = 4	C = -9	D = ·	E = -1	F = -4	G = -4
> CCN(CC)C(=O)CN1C(=O)NC2(CCc3ccccc3C2)C1=O (stereo unspecified)
  A = ·	B = 1	C = ·	D = -12	E = 3	F = ·	G = ·
> C[C@@H]1CCCCO[C@H](CN(C)Cc2ccccc2)[C@H](C)CN([C@@H](C)CO)C(=O)c2cc(NS(C)(=O)=O)ccc2O1
  A = -4	B = 0	C = -30	D = -3	E = -1	F = 1	G = -1[16.7 µM]
> Cc1ccc(S(=O)(=O)n2nc(OC(=O)c3c(F)cccc3Cl)cc2N)cc1
  A = -2	B = -2	C = 3	D = ·	E = -6	F = -4	G = 1
> CCc1c(C)nc2ncnn2c1NCCc1ccc(Cl)cc1
  A = ·	B = 4	C = ·	D = -6	E = -6	F = ·	G = ·
> COc1ccc(S(=O)(=O)NNC(=O)c2sccc2-n2cccc2)cc1
  A = -1	B = 0	C = 96*	D = ·	E = -3	F = 0	G = -1
> C=CCn1c(C)c(C(C)=O)c(N2CCN(C(c3ccccc3)c3ccccc3)CC2)nc1=S
  A = ·	B = 1	C = ·	D = -10	E = 3	F = ·	G = ·
> O=C1C2CC=CCC2C(=O)N1Cc1ccccc1 (stereo unspecified)
  A = 1	B = -1	C = -6	D = -11	E = 5	F = 1	G = 0
> O=C(NCCC1=CCCCC1)c1ccc(F)cc1
  A = -3	B = ·	C = ·	D = -7	E = ·	F = ·	G = 1
> Clc1ccc2c(c1)C=Nc1c(NCc3ccccc3)ncnc1O2
  A = -3	B = ·	C = -18	D = -16	E = ·	F = -4	G = -2
> CN1CCN(C(=S)Nc2cc(S(=O)(=O)N3CCOCC3)ccc2Cl)CC1
  A = 0	B = 1	C = 3	D = 4	E = 2	F = -11	G = -7
> CCOC(=O)/C(C#N)=C1\Nc2ccccc2N=C1N(CC(C)C)CC(C)C
  A = -5	B = ·	C = -17	D = 17	E = ·	F = -14	G = -1
> COc1ccccc1OCCNC(=O)c1ccc(C)c(S(=O)(=O)N2CCOCC2)c1
  A = 7	B = 3	C = 6	D = 19	E = -1	F = -6	G = -1
> Cc1c(C(=O)NCC2CCCO2)sc2nc(-c3ccccc3)cn12 (stereo unspecified)
  A = -2	B = 9	C = -17	D = 3	E = -10	F = 64*	G = 1
> CC(=O)Nc1ccc(C(=O)NC(CC(=O)O)c2ccc(Cl)cc2)cc1 (stereo unspecified)
  A = 2	B = ·	C = 2	D = ·	E = ·	F = -2	G = -9
> COc1ccc(NC(=O)Nc2ccc3c(c2)CC(=O)N([C@H](C)CO)C[C@H](C)[C@@H](CN(C)S(=O)(=O)c2ccc(Cl)cc2)O3)cc1
  A = ·	B = 7	C = -132	D = ·	E = 6	F = -8	G = -5[16.7 µM]
> CCS(=O)(=O)c1nc(S(=O)(=O)c2ccc(Cl)cc2)c(N2CCC(C(N)=O)CC2)s1
  A = 10	B = -4	C = 3	D = -9	E = -1	F = -1	G = ·
> Cc1ccc(C)c(NC(=O)CCC(=O)NNS(=O)(=O)c2ccc(Cl)cc2)c1
  A = 0	B = -16	C = 3	D = -1	E = -3	F = -2	G = ·
> Cc1ccccc1-c1cc2nc(OCC3CCCO3)n(C)c(=O)c2s1 (stereo unspecified)
  A = -1	B = 5	C = -7	D = ·	E = -1	F = 1	G = 11
> COc1cc(/C=N/S(=O)(=O)CCc2ccccc2)cc(OC)c1O
  A = 4	B = -2	C = ·	D = -4	E = -2	F = ·	G = -5
> Cc1noc(C)c1NC(=O)N(C)C[C@H]1OCCCC[C@H](C)Oc2ccc(NS(=O)(=O)c3cccs3)cc2C(=O)N([C@@H](C)CO)C[C@H]1C
  A = -2	B = 3	C = ·	D = -7	E = 0	F = -1	G = 2[16.7 µM]
> O=C(Nc1ccc(F)cc1)N1CCC(c2nc3c(nnn3Cc3ccccc3Cl)c(=O)[nH]2)CC1
  A = ·	B = 4	C = -4	D = -3	E = -2	F = -11	G = ·

6 structures from above, ordered by length of the SMILES, lowest first:
Letter code: A = Cneo AK release; B = ERp5 inh; C = C2C12 statin; D = ARNT-TACC3 inh; E = SIRT5 inh; F = esBAF inh; G = miR-122 sensor
> Cc1c(C(=O)NCC2CCCO2)sc2nc(-c3ccccc3)cn12 (stereo unspecified)
  A = -2	B = 9	C = -17	D = 3	E = -10	F = 64*	G = 1
> Cc1ccccc1-c1cc2nc(OCC3CCCO3)n(C)c(=O)c2s1 (stereo unspecified)
  A = -1	B = 5	C = -7	D = ·	E = -1	F = 1	G = 11
> CC(=O)Nc1ccc(C(=O)NC(CC(=O)O)c2ccc(Cl)cc2)cc1 (stereo unspecified)
  A = 2	B = ·	C = 2	D = ·	E = ·	F = -2	G = -9
> COc1ccccc1OCCNC(=O)c1ccc(C)c(S(=O)(=O)N2CCOCC2)c1
  A = 7	B = 3	C = 6	D = 19	E = -1	F = -6	G = -1
> Cc1ccc(C)c(NC(=O)CCC(=O)NNS(=O)(=O)c2ccc(Cl)cc2)c1
  A = 0	B = -16	C = 3	D = -1	E = -3	F = -2	G = ·
> COc1ccc(NC(=O)Nc2ccc3c(c2)CC(=O)N([C@H](C)CO)C[C@H](C)[C@@H](CN(C)S(=O)(=O)c2ccc(Cl)cc2)O3)cc1
  A = ·	B = 7	C = -132	D = ·	E = 6	F = -8	G = -5[16.7 µM]

More records:
Letter code: A = Cneo AK release; B = ERp5 inh; C = C2C12 statin; D = ARNT-TACC3 inh; E = SIRT5 inh; F = esBAF inh; G = miR-122 sensor
> CC(=O)O[C@H]1C[C@@]2(O)[C@@H](OC(=O)c3ccccc3)C3[C@@](C)([C@@H](O)C[C@H]4OC[C@@]34OC(C)=O)[C@@H](O)[C@H](OC(C)=O)C(=C1C)C2(C)C (stereo partly specified)
  A = -1	B = -4	C = -21	D = -11	E = ·	F = -3	G = 50
> CCc1ccc(NC(=O)C(C)Oc2nnc(-c3cccs3)c(-c3cccs3)n2)cc1 (stereo unspecified)
  A = 3	B = ·	C = 58	D = 3	E = ·	F = 6	G = -7
> CN(C)c1cccc2c1c(NC(=O)Nc1ccc(F)cc1F)nn2C
  A = ·	B = 1	C = -7	D = -6	E = -3	F = 7	G = -4
> O=c1cc(C2CCCCC2)[nH]c(=O)[nH]1
  A = 2	B = 0	C = 5	D = -2	E = 4	F = 1	G = ·
> Cc1cc(CN(C)C(=O)c2ccc3nc(Cc4ccccc4F)oc3c2)on1
  A = 0	B = 4	C = ·	D = 1	E = -3	F = ·	G = 0
> CCCn1c(Cc2ccccc2)nnc1SC(C)C(=O)NC1CC1 (stereo unspecified)
  A = ·	B = -4	C = 10	D = ·	E = 0	F = -6	G = ·
> CCCCOc1cccc(C(=O)Nc2ccc(S(=O)(=O)Nc3nnc(CC)s3)cc2)c1
  A = 1	B = -1	C = -6	D = -2	E = 7	F = -1	G = 0
> CCN(C[C@H]1N[C@@](Cc2ccccc2)(C(=O)OC)[C@H]2C(=O)N(Cc3ccccc3)C(=O)[C@@H]12)C(=O)c1ccccc1
  A = 17	B = -1	C = -11	D = 0	E = 7	F = -12	G = -9
> COc1ccc(C(=O)N(Cc2ccccc2)c2cccc(C)c2)cc1
  A = 2	B = -5	C = -6	D = -6	E = -5	F = 22	G = ·
> COc1ccc(NC(=O)CN(C)C(=O)CN2C(=O)C3CCCCC3C2=O)cc1 (stereo unspecified)
  A = 2	B = -3	C = 14	D = 2	E = 2	F = 3	G = 2
> CCC(=O)Nc1c(S(=O)(=O)c2ccccc2)c2nc3ccccc3nc2n1Cc1ccccc1
  A = 3	B = 0	C = ·	D = 0	E = -11	F = ·	G = 86
> CS(=O)(=O)c1ccc2nc(NC(=O)c3cccs3)sc2c1
  A = -12	B = ·	C = ·	D = -13	E = ·	F = -52	G = -4
> CCNC(=O)CC1SC(=Nc2cccc(Cl)c2C)N(C)C1=O (stereo unspecified)
  A = 3	B = ·	C = 5	D = -3	E = ·	F = 12	G = -4
> COc1ccc(-c2cnc3c(c2)C(=O)N([C@H](C)CO)C[C@H](C)[C@@H](CN(C)C(=O)Cc2ccccc2)O3)cc1
  A = -6	B = 1	C = 25	D = 2	E = 1	F = -2	G = 8[16.7 µM]
> CCCCn1c(N)c(N(CC(C)C)C(=O)c2ccc(N3C(=O)c4ccccc4C3=O)cc2)c(=O)[nH]c1=O
  A = -1	B = 0	C = 9	D = -6	E = -4	F = -1	G = ·
> Cc1ccccc1NC(=O)Cn1cc(C(=O)C2CC2)c2ccccc21
  A = -1	B = -2	C = 20	D = -6	E = -7	F = -2	G = -4
